Assay outcomes deposited in PubChem BioAssay by Southern Research Specialized Biocontainment Screening Center.
inhibitors of VEEV: inhibitors of VEEV TC-83 cytopathic effect, confirmation, Vero cells (AID 588727); Vero cells, VEEV TC-83 cytopathic effect inhibition; higher % means a stronger effect; one-dose inhibition, % at 20 µM; IC50 in µM for titrated hits; 0.13% of 350,000 active; in the data active means a potency from the dose series; inconclusive means inhibition mostly from about 14% at the one dose, without a potency; inactive means the rest, 99 in 100 with inhibition below about 12%; further: strong numbers were not always called active
influenza NS1A: H1N1 influenza NS1A inhibitors, functional cell based assay (AID 504329); NS1A functional cell-based assay, percent inhibition; higher % means a stronger effect; one-dose inhibition, % at 12.5 µM; IC50 in µM for titrated hits; 0.3% of 340,000 active; in the data active means a potency from the dose series; inconclusive means inhibition above about 27% without an active follow-up result; further: strong numbers were not always called active
PhoP GFP inhibition: PhoP regulon inhibitors, Salmonella typhi PhoP promoter GFP reporter, confirmatory (AID 1850) | Salmonella Typhi PhoP-promoter GFP reporter, fluorescence, 4 h; higher % means a stronger effect | inhibition, % at 50 µM, or IC50 in µM where a hit was titrated | 0.33% of 310,000 active; in the data active means a potency from the dose series; inconclusive means inhibition mostly from about 25% at the one dose, without a potency; inactive means the rest, 99 in 100 with inhibition below about 19%;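 further: 0% = induced wells with vehicle and 100% = uninduced wells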
H37Rv inhibition: M. tuberculosis growth inhibition, HTS (AID 449762); 0.59% of 330,000 active; M. tuberculosis H37Rv growth inhibition, 7H9 media; higher % means a stronger effect; inhibition, % at 25 µM, or IC50 in µM where a hit was titrated; in the data active means a potency from the dose series; inconclusive means inhibition above about 70% without an active follow-up result;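 further: bacterial growth assessed after seven days of incubation; strong numbers were not always called active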
M. tuberculosis: growth inhibition of non-replicating M. tuberculosis (AID 488890); one-dose inhibition, % at 25 µM; IC50 in µM for titrated hits; 0.39% of 320,000 active; Mycobacterium tuberculosis non-replicating, growth inhibition; higher % means a stronger effect; in the data active means a potency from the dose series; inconclusive means inhibition mostly from about 82% at the one dose, without a potency; inactive means the rest, 99 in 100 with inhibition below about 76%;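 further: plate controls were DMSO cells for no effect and high antibiotic wells for full effect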
inhibitors of VEEV 10K pilot screen: also measured in inhibitors of VEEV; calls as there; inhibition, %; measured here: 10K pilot screen inhibition
* = called active by the depositor; i = inactive; u = inconclusive; x = not tested or not shown.

SMILES	inhibitors of VEEV	influenza NS1A	PhoP GFP inhibition	H37Rv inhibition	M. tuberculosis	others
O=C(O)c1cc2c(cc1NC(=O)c1ccccc1OC(F)F)OCCCO2	1.1%	-3.6%	-8.0%	0.9%	51.4%
COc1ccc(-c2cc3nc(CCl)[nH]c(=O)c3s2)cc1	u	-2.3%	-19.0%	0.88µM*	u
CCNC(=S)NNC(=O)c1ccccc1Cl	3.1%	-3.3%	-9.3%	-0.1%	-7.7%
COc1ccc(NC2CCCN(C(=O)CCc3cccc(F)c3)C2)cc1 (configuration not stated)	0.6%	-1.6%	-8.0%	9.3%	21.4%
Cc1ccc(Cc2cnc(NC(=O)C3CCCO3)s2)cc1 (configuration not stated)	5.3%	3.0%	6.2%	u	67.2%
Cc1nc(-c2ccc(Cl)cc2)sc1C1(C)CC(c2ccc(Br)cc2)=NO1 (configuration not stated)	1.1%	-8.8%	6.4%	8.4%	22.4%
Fc1ccc(NC(=S)Nc2cc(Cl)ccc2Cl)cc1	0.8%	-13.8%	-2.4%	1.9%	72.2%
CCCCCCCC(=O)C(C)C(=O)N(C)[C@H](Cc1ccc(OC)cc1)C(=O)N(C)[C@H](C(N)=O)C(C)C (some centres not stated)	0.7%	-6.2%	x	-5.7%	0.5%
Cc1ccc(OC(=O)c2cc(=O)c3ccccc3o2)cc1	0.5%	-3.4%	-27.7%	-1.8%	-22.8%
COc1ccc(CCNC(=O)/C=C/C(=O)O)cc1	i	-12.1%	1.4%	-3.2%	43.9%
CCCCCn1c(SCc2cccc(C)c2)nc2c1c(=O)[nH]c(=O)n2C	7.6%	4.3%	-9.9%	-0.8%	x
O=c1[nH]c(C2CCN(S(=O)(=O)c3ccc(S(=O)(=O)NC4CC4)cc3)CC2)nc2c1nnn2Cc1cccc(F)c1	2.4%	9.8%	-2.0%	u	60.9%
COc1ccc(NC(=S)Nc2ccc(F)cc2)c(OC)c1	0.3%	4.2%	-0.6%	-0.5%	68.4%
COc1ccc(NC(=O)C2CCN(c3cnccn3)CC2)cc1OC	1.5%	-6.2%	1.9%	-2.9%	-9.8%
CCC(COC)NCc1cn(-c2ccc(OC)cc2)nc1-c1cccc(F)c1 (configuration not stated)	1.2%	7.8%	-0.4%	6.9%	29.7%
Cc1ccc(OCc2ccccc2C)c([N+](=O)[O-])n1	0.9%	5.9%	3.2%	-7.3%	4.0%
Cc1ccc(CN2CC(C(=O)Nc3cccc(C)n3)CC2=O)cc1 (configuration not stated)	2.9%	-2.2%	4.7%	-5.7%	7.6%
COc1cccc(/C=N/NC(=O)N/N=C/c2cccc(OC)c2O)c1O	2.4%	-9.6%	6.0%	8.7%	-1.1%
Cc1ccc(OCC(=O)NC(=S)Nc2ccc(S(=O)(=O)Nc3cc(C)on3)cc2)c(Br)c1	1.5%	-10.4%	-5.9%	-0.7%	0.8%
O=C(CSc1nnc(-c2cccnc2)n1Cc1ccco1)c1ccc(Br)cc1	1.6%	5.7%	3.1%	-14.4%	56.6%

Reprinted at random: 3 entries already listed, in no set order.
SMILES	inhibitors of VEEV	influenza NS1A	PhoP GFP inhibition	H37Rv inhibition	M. tuberculosis	others
COc1ccc(NC(=S)Nc2ccc(F)cc2)c(OC)c1	0.3%	4.2%	-0.6%	-0.5%	68.4%
O=C(O)c1cc2c(cc1NC(=O)c1ccccc1OC(F)F)OCCCO2	1.1%	-3.6%	-8.0%	0.9%	51.4%
COc1ccc(CCNC(=O)/C=C/C(=O)O)cc1	i	-12.1%	1.4%	-3.2%	43.9%

Returning to the listing; the 2 compounds before the break are reprinted first.
SMILES	inhibitors of VEEV	influenza NS1A	PhoP GFP inhibition	H37Rv inhibition	M. tuberculosis	others
Cc1ccc(OCC(=O)NC(=S)Nc2ccc(S(=O)(=O)Nc3cc(C)on3)cc2)c(Br)c1	1.5%	-10.4%	-5.9%	-0.7%	0.8%
O=C(CSc1nnc(-c2cccnc2)n1Cc1ccco1)c1ccc(Br)cc1	1.6%	5.7%	3.1%	-14.4%	56.6%
CCCCCC[N+](C)(C)CC/C=C1/c2ccccc2Sc2ccc(Cl)cc21	1.7%	-7.9%	38.1µM*	u	u
CN1CCN(c2ccc(NC(=O)c3cc4ccccc4o3)cc2)CC1	2.6%	-2.6%	9.8%	3.4%	42.3%
COc1ccc(-c2cc(C(=O)Nc3cc(Br)ccc3O)no2)cc1	i	0.0%	-7.7%	8.4%	28.5%
CC(C)(C)N(Cc1ccccc1)C(=O)COC(=O)c1ccc2ccccc2n1	2.1%	0.0%	x	29.6%	65.5%
CC(C(=O)Nc1ccc2nccnc2c1)N1C(=O)C2C3C=CC(C3)C2C1=O (configuration not stated)	1.3%	0.5%	x	3.3%	1.3%
O=C(Cn1c(=O)n(Cc2ccc(F)cc2)c(=O)c2ccccc21)NCC1CCCO1 (configuration not stated)	0.2%	6.8%	-5.5%	2.4%	1.6%
CCOc1ccccc1OC(=O)c1cc2ccccc2oc1=O	1.3%	-7.9%	1.5%	9.4%	i
CC(Oc1ccc(Cl)cc1Cl)/C(N)=N/O (configuration not stated)	2.0%	-6.5%	3.2%	-0.9%	0.2%
CCOc1ccc(NC(=O)c2ccc(S(=O)(=O)N3CCOCC3)cc2)cc1	i	1.0%	8.5%	-0.9%	2.5%
Cc1ccc(C(=O)NCC(=O)Nc2ccc(C)c(S(=O)(=O)Nc3ccc(Cl)cc3)c2)s1	1.3%	4.3%	-3.8%	9.4%	13.2%
COc1ccc(/C=C/C(=O)c2c(C)nc3ccccn23)cc1	5.9%	-1.4%	-2.4%	2.5%	-7.0%
CCOc1ccccc1C(=O)NC(C(=O)NCc1ccc(F)cc1)C(C)C (configuration not stated)	i	-15.3%	3.0%	-3.6%	15.6%
O=C(CSc1nc(Nc2ccccc2)nc(N2CCOCC2)n1)N1CCc2ccccc21	7.0%	0.3%	-5.8%	-5.4%	-10.8%
CCCCCC(=O)Nc1c2c(nc3ccccc13)CCC2	0.0%	-7.2%	-4.7%	8.1%	15.1%
CCN(Cc1ccccc1)C(=O)c1[nH]c2ccc(OC)cc2c1C	i	-0.7%	x	x	x
CCN(CC)CCCNC(=O)c1cn(C)c2ccc(S(=O)(=O)N(C)C3CCCCC3)cc2c1=O	i	12.5%	0.0%	-0.1%	7.2%
CCOc1ccc(C(=O)NC2CCN(C(=O)NCc3ccccc3)CC2)cc1	0.7%	-10.6%	0.8%	-4.7%	12.9%	inhibitors of VEEV 10K pilot screen=2.3
C=CC[n+]1ccc2ccccc2c1C	0.1%	3.5%	7.1%	-4.6%	-7.8%
Cc1onc(-c2ccccc2)c1C(=O)Nc1ccc(S(=O)(=O)N2CCCCC2)cc1	1.5%	-5.2%	0.4%	3.6%	43.2%
COc1ccc(C2c3[nH]c4ccccc4c3CCN2CCCn2cccn2)c(C)c1C (configuration not stated)	2.5%	12.1%	4.3%	u	77.7%
Cc1c([N+](=O)[O-])cc(N2C(=O)C=CC2=O)cc1[N+](=O)[O-]	0.8%	-0.3%	x	x	x
Cc1cc(=O)[nH]c(N/N=C/c2ccccc2Cl)n1	2.9%	-0.6%	-6.6%	2.5%	-18.5%
COc1ccc(-n2c3c(cc(C(=O)NC4CCSC4=O)c2=O)C(=O)CC(C)(C)C3)cc1 (configuration not stated)	0.2%	-7.8%	15.3%	11.0%	0.1%
COc1ccc(N2C(=O)CCC2=O)c(OC)c1	2.3%	-6.1%	-5.5%	-4.8%	-13.5%
COc1cc(OC)cc(C(=O)N2CCC(N3CCCCCC3)CC2)c1	i	-15.0%	-1.9%	-7.2%	-2.4%
Cc1ccc(S(=O)(=O)N2Cc3ccccc3CC2C(=O)NC(C)(C)C)cc1 (configuration not stated)	1.9%	-0.6%	-5.9%	-0.8%	10.8%
CCC(=O)N[C@@H]1CC(C(C)(C)NC(=O)CC)CC=C1C (some centres not stated)	2.6%	-1.5%	5.6%	-3.5%	-3.2%
CCOC(=O)Nc1ccc2c(c1)N(C(=O)C(C)N1CCCC1)c1ccccc1CC2 (configuration not stated)	0.6%	-23.3%	1.2%	5.6%	-4.7%
CCOC(=O)Cn1nnnc1C(C(C)C)N(Cc1cccs1)Cc1cc2cc(C)ccc2[nH]c1=O (configuration not stated)	2.0%	7.9%	20.8%	-7.0%	63.1%
CCCNC(=O)Nc1ccccc1SC	0.4%	-8.5%	-5.0%	-8.5%	53.4%
O=C1c2ccccc2-c2cccc(C(=O)N3CCCCC3)c21	0.7%	-1.5%	16.6%	0.7%	-0.3%
O=C(CN(c1ccccc1F)S(=O)(=O)c1ccccc1)NC1CCCCCC1	0.7%	-2.4%	1.7%	-0.3%	2.2%
CC1C(=O)N2CCCc3cc(S(=O)(=O)NCc4ccccc4Cl)cc1c32 (configuration not stated)	0.2%	-10.5%	-0.9%	2.5%	19.0%
Cn1c(NC(=O)c2ccc3c(c2)OCO3)cc(=O)n(C)c1=O	2.5%	14.8%	-0.7%	-1.3%	x
O=C(Nc1ccc(Cl)cc1)Nc1ccccc1C(=O)O	0.8%	-17.5%	-7.4%	-8.1%	-11.7%
CCCCn1c(N)c(N(CC)C(=O)c2ccc(N3CCCC3=O)cc2)c(=O)[nH]c1=O	0.1%	0.5%	1.3%	-0.3%	3.9%
CCN(CC)C(=O)C(=O)N/N=C/c1ccc(C(=O)O)cc1	1.3%	-3.8%	-5.1%	-7.0%	4.4%
CCCCOC(=O)c1ccc(NC(=O)c2c(N)n(C)c(=O)[nH]c2=O)cc1	x	x	-8.7%	-4.6%	0.6%
CCCCCn1c(=O)c(C(=O)NCc2ccccc2Cl)c(O)c2ccccc21	1.9%	-9.1%	-7.2%	-9.9%	19.7%
CCc1cccc(N(C(=O)c2csnn2)C(C(=O)NC(C)(C)CC)c2ccccn2)c1 (configuration not stated)	i	6.7%	-13.4%	-7.4%	13.0%

In the list so far, these have a furan ring, fused or not.
SMILES	inhibitors of VEEV	influenza NS1A	PhoP GFP inhibition	H37Rv inhibition	M. tuberculosis	others
O=C(CSc1nnc(-c2cccnc2)n1Cc1ccco1)c1ccc(Br)cc1	1.6%	5.7%	3.1%	-14.4%	56.6%
CN1CCN(c2ccc(NC(=O)c3cc4ccccc4o3)cc2)CC1	2.6%	-2.6%	9.8%	3.4%	42.3%

Later entries.
SMILES	inhibitors of VEEV	influenza NS1A	PhoP GFP inhibition	H37Rv inhibition	M. tuberculosis	others
CC(C)c1ccc(Nc2cnn(C34CC5CC(CC(CC(=O)O)(C5)C3)C4)c(=O)c2Cl)cc1	0.6%	-4.1%	0.0%	9.2%	16.7%
O=C(O)CC1(CC(=O)NCc2csc(-c3cccs3)n2)CCCCC1	0.2%	8.6%	-1.7%	4.7%	-15.0%
Cc1nnsc1S(=O)c1ccc(Cl)cc1 (configuration not stated)	3.3%	-13.1%	-0.1%	3.8%	x
Cc1ccc(C(=O)Nc2cc(C)c(OCC(=O)N3CCOCC3)c(C)c2)cc1	0.9%	3.5%	2.0%	5.3%	7.4%
COc1ccc(NC(=O)N2CCC(n3nnc4cc(C)ccc43)CC2)cc1	0.3%	-10.9%	-13.2%	-9.9%	2.5%
CN(C(=O)COC(=O)c1c2c(nc3ccccc13)CCCC2)c1c(N)n(Cc2ccccc2)c(=O)[nH]c1=O	8.7%	-8.0%	13.0%	25.0%	22.4%
CN(C)C(=O)NC(Nc1ccc(Cl)cc1Cl)C(Cl)(Cl)Cl (configuration not stated)	1.1%	1.1%	14.7%	10.0%	2.6%
CC1Cc2cc(-c3csc(NC(=O)CCl)n3)ccc2N1C(=O)C1CC1 (configuration not stated)	0.1%	-0.2%	x	x	x
CC(Nc1ccccc1)c1cccnc1 (configuration not stated)	0.4%	-6.5%	-10.0%	5.5%	6.6%
COc1ccc(-c2cc(C(=O)NCCCN3CCCC3=O)c3ccccc3n2)cc1OC	7.3%	-2.0%	x	10.1%	4.4%
COc1cccc(C(=O)/C=C/Nc2ccc(S(=O)(=O)Nc3cc(OC)nc(OC)n3)cc2)c1	2.3%	-1.4%	1.1%	7.8%	63.5%
COc1ccc(N2CCN(C(CNC(=O)C(=O)NC3CCCC3)c3ccco3)CC2)cc1 (configuration not stated)	0.1%	-1.5%	6.0%	1.0%	6.4%
CN(c1ccccc1)S(=O)(=O)c1ccc(NC(=O)C2CCCCC2C(=O)O)cc1 (configuration not stated)	0.5%	-17.2%	-4.8%	-2.7%	-5.3%
COc1ccc(OC)c(Nc2ncnc3c2cnn3-c2cccc(C)c2)c1	6.5%	6.5%	11.1%	u	23.0%

Structural class, the entries above with a nitro group on carbon (two)
SMILES	inhibitors of VEEV	influenza NS1A	PhoP GFP inhibition	H37Rv inhibition	M. tuberculosis	others
Cc1ccc(OCc2ccccc2C)c([N+](=O)[O-])n1	0.9%	5.9%	3.2%	-7.3%	4.0%
Cc1c([N+](=O)[O-])cc(N2C(=O)C=CC2=O)cc1[N+](=O)[O-]	0.8%	-0.3%	x	x	x
